Compound activity as filed in PubChem.
IL-2 act: qHTS of IL-2 Activators; IL-2 activation reporter assay, cell-based qHTS; stimulated with anti-CD3/CD4/CD28 beads; in transgenic mouse T cells; activation, % (series mostly up to about 46 µM); 0.065% of 360,000 active; AID 652025, 2013; in the data active means activation above about 50%; inconclusive means mostly about 30% to 49%; further: 0% is about no effect
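Quantitative HTS in unstimulated transgenic mouse T cells, with memory T cells as non-tolerant control and PMA/ionomycin as tolerance-bypass control. Compound pretreatment lasted 60 minutes before 18 h bead stimulation; EGFP/DsRed fluorescence read.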
FUS yeast rescue: qHTS for Suppressors of FUS Proteinopathy: Primary screen using FUS-linked yeast assay; S. cerevisiae FUS-expressing, growth rescue, OD600, 24 h; 0.24% of 390,000 active; Potency, µM (highest dose often 76.6 µM), without a hit: top-dose growth rescue (activation), most hits filed as activators;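 further: potency means the concentration at half of the fitted maximal effect; plate controls were DMSO vehicle for no effect and reference control for full effect; nearly all actives have a fitted effect of over 55% in size; some results filed as inactive show a strong effect at the top dose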
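Absorbance at 600 nm, taken 24hr after compound addition, measured rescue of FUS-yeast growth at 30C. Induction used 2% galactose with seeding at OD 0.005. Controls: CP55940 from 92uM final, DMSO only.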
WRN inhibitor: qHTS for Inhibitors of WRN Helicase; Potency, µM (doses to about 114 µM), inactives show top-dose activity change, negative = inhibition, usual class: inhibitors; AID 651768, 2012; WRN helicase unwinding, fluorescent forked duplex, kinetic; 0.46% of 360,000 active; further: potency means the concentration at half of the fitted maximal effect; on the % scale 0 is the no-effect control and ±100 the full control effect; nearly all actives have a fitted effect of over 55% in size
Target sequence (Q14191 whole entry, looked up): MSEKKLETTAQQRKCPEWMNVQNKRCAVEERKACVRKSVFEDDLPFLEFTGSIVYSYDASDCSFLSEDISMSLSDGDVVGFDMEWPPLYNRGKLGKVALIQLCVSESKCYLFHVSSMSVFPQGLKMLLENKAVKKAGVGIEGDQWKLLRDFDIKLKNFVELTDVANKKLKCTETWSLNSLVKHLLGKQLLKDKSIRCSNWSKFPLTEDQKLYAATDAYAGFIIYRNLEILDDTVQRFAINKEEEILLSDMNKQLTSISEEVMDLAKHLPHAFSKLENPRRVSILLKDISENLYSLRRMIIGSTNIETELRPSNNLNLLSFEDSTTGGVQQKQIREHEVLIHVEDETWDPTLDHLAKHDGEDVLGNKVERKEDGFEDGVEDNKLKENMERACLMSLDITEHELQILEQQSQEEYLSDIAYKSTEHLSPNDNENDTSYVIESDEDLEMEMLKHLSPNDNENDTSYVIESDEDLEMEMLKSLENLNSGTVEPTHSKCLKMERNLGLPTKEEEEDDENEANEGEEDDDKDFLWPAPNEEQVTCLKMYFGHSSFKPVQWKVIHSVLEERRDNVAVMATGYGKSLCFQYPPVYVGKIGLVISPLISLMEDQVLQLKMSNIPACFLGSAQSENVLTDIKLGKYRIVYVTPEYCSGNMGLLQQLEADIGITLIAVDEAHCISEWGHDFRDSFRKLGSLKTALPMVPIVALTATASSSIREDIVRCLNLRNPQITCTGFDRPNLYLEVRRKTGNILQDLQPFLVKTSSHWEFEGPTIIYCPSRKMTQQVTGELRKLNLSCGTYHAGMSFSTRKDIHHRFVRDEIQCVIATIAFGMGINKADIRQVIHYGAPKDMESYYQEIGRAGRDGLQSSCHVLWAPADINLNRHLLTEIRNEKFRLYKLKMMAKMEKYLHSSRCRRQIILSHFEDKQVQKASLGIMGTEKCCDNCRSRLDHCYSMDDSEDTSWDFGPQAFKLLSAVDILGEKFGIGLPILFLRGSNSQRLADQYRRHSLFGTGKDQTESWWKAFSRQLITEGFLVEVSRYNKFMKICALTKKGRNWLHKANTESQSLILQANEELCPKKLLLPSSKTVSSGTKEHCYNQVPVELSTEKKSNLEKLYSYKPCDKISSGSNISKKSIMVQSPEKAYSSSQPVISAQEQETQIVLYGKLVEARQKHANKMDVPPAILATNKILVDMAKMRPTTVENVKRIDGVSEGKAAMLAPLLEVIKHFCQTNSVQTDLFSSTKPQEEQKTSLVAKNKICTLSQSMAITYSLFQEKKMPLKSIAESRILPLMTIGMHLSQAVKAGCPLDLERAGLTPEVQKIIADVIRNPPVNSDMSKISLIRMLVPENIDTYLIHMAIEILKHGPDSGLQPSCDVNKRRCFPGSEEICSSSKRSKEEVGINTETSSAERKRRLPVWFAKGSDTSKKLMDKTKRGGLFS
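Enzyme (20 nM final) and test compound sit together 15 min at room temperature before substrate addition. Substrate is a single-forked duplex oligonucleotide (100 nM) labelled with fluorophore and quencher, with 2 mM ATP; helicase unwinding raises red fluorescence, read kinetically.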
PI5P4Ka inh: qHTS for Inhibitors of phosphatidylinositol 5-phosphate 4-kinase (PI5P4K); PI5P4Kalpha enzyme, ADP-Glo luminescence, 60 min; active compounds read low; Phosphatidylinositol 5-phosphate 4-kinase type-2 alpha (Homo sapiens), P48426; max response, %; 1.2% of 330,000 active; AID 652105, 2013; active means max response of -50% or lower; inconclusive means between -30% and -50%; inactive means -30% or higher; further: value at the top dose of about 77 µM; on the % scale 0 is the no-effect control and ±100 the full control effect
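PI5P4Kalpha ADP-Glo assay; 5 microM ATP final; 60 min RT reaction; HEPES pH 7.4/EGTA/CHAPS, 5% DMSO; controls lacking substrate or enzyme; luminescent end-point.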
EPAC1 antagonist: qHTS for Antagonist of cAMP-regulated guanine nucleotide exchange factor 3 (EPAC1): primary screen | Rap guanine nucleotide exchange factor 3 (Homo sapiens), O95398 | EPAC1 GEF assay, Rap1b-BODIPY-GDP exchange fluorescence | Potency, µM (series often up to 115 µM), without a hit: top-dose activity change, negative = inhibition, usual class: inhibitors | 0.14% of 360,000 active | AID 720709, 2013;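 further: potency means the concentration at half of the fitted maximal effect; plate controls were vehicle for no effect and positive control for full effect; nearly all actives have a fitted effect of over 50% in size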
EPAC1 ag: qHTS for Agonist of cAMP-regulated guanine nucleotide exchange factor 3 (EPAC1): primary screen. EPAC1 agonist qHTS, biochemical assay; response scale: 100% = response to 6.5 mM cAMP. 0.073% of 360,000 active. Potency, µM (doses to about 154 µM), without a hit: at the top dose activation, most hits filed as activators. Rap guanine nucleotide exchange factor 3 (Homo sapiens), O95398; further: potency means the concentration at half of the fitted maximal effect; nearly all actives have a fitted effect of over 60% in size
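Nucleotide exchange assay: 100 nM EPAC1 with 250 nM Rap1B loaded with BODIPY-GDP and 50 uM GDP, room temperature. Fluorescence (480/540 nm) read every 5 min for 30 min; signal change normalized to 6.5 mM cAMP as full agonist.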
Abeta rescue: qHTS for compounds that reverse cellular toxicity of Amyloid beta (A-beta) peptide in yeast: Primary Screen; yeast expressing A-beta42, growth rescue, OD600, 48 h; response scale: 0% DMSO, 100% iron-clioquinol control; Potency, µM (series often up to 46.1 µM), for inactives: at the highest dose growth rescue, most hits filed as activators; 0.063% of 410,000 active; AID 1347071, 2019; further: potency means the concentration at half of the fitted maximal effect; nearly all actives have a fitted effect of over 55% in size
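Growth rescue measured by 600 nm absorbance after 48 h yeast culture at 30 C with compound. Values normalized between DMSO and an equimolar ferric chloride plus clioquinol control.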
PLK1 PBD block: qHTS for Inhibitors of PLK1-PDB (polo-like kinase 1 - polo-box domain): Primary Screen; Serine/threonine-protein kinase PLK1 (Homo sapiens), P53350; Plk1 PBD binding of FITC phosphopeptide, fluorescence polarization; Potency, µM, inactives show max response, negative = inhibition, usual class: inhibitors; 2.8% of 360,000 active; further: potency means the concentration at half of the fitted maximal effect; series mostly up to about 57 µM; on the % scale 0 is the no-effect control and ±100 the full control effect; nearly all actives have a fitted effect of over 65% in size
* = called active by the depositor; ? = inconclusive; / = no result given; [ ] = remark or other dose. Unless noted, the call rests on the fitted dose curve; in most records, active means well fitted curve in the direction sought with a large enough effect; inconclusive means small, poorly fitted or top-dose-only effect, or another doubt; inactive means no such curve, though single readings can be large; an effect the other way counts as inactive or inconclusive.

SMILES | IL-2 act | FUS yeast rescue | WRN inhibitor | PI5P4Ka inh | EPAC1 antagonist | EPAC1 ag | Abeta rescue | PLK1 PBD block
Cc1ccccc1Nc1nnc(SCC(=O)N(C)C2CCS(=O)(=O)C2)s1 (stereo not given) | -1.9 | 18% | 9% | 0 | -28% | -10% | -5% | -2%
CC(CNC(=O)CCC(=O)N1CCOc2ccccc21)c1ccccc1 (stereo not given) | 0.0 | -5% | -11% | 4 | 2% | -5% | 4% | -7%
CC(=O)OCC(=O)C12OC(C)(C)OC1CC1C3CC=C4CC(O)CCC4(C)C3CCC12C (stereo not given) | -0.8 | 3% | 2% | 23 | 1% | 2% | 6% | 7%
C[C@@H]1CN([C@@H](C)CO)C(=O)c2cc(Br)cnc2O[C@H]1CN(C)Cc1ccccc1C(=O)O | -1.3 | -22% | 1% | 1 | 21% | 4% | 6% | -16%
O=C(Nc1ncccn1)c1ccc([N+](=O)[O-])o1 | 2.6 | 8% | -4% | 7 | ? | -24% | -20% | -14%
Cc1ccccc1S(=O)(=O)Cc1ccc(C(=O)NC2CC2)o1 | 0.5 | -21% | -3% | 4 | ? | 8% | -10% | 8%
O=C1Nc2ccccc2N(O)N1c1cc(-c2ccc(Cl)cc2)[nH]n1 | 1.1 | 33% | -2% | 3 | -16% | 12% | 6% | -4%
CCOc1ccc(OCC)c(NC(=O)CC2Oc3ccccc3NC2=O)c1 (stereo not given) | -3.1 | -4% | -4% | 9 | -21% | 5% | 4% | -3%
COc1cc(NC(=O)Nc2ccccc2)c(OC)cc1NC(=O)CN1CCCCC1 | -0.1 | -4% | -26% | 4 | -8% | 8% | 3% | 3%
FC(F)(F)c1cccc(Cn2c3[n+](c4ccc(C(F)(F)F)cc42)CCCCC3)c1 | -3.7 | 6% | -1% | 5 | -20% | 3% | -6% | -9%
O=c1c2cc(N3CCOCC3)ccc2[nH]c(=S)n1Cc1ccccn1 | -1.5 | 22% | 5% | / | -1% | -4% | -15% | -10%
Cc1ccc2cccc(OCC(=O)NCc3ccco3)c2n1 | 0.5 | 9% | 2% | / | -8% | 12% | -6% | -10%
CCn1c(CN(C)c2ccccc2)nc2ccccc21 | -0.4 | 4% | 3% | 3 | ? | -1% | -4% | -10%
COc1ccccc1CNC(=O)c1cccc(S(=O)(=O)N2CCCC2)c1 | -1.7 | 18% | -4% | -1 | -6% | 5% | 18% | -10%
Cc1ccc(OCC(=O)NS(=O)(=O)c2ccc(Cl)cc2)cc1 | -2.3 | / | -19% | 3 | 7% | 6% | -13% | 2%
COC(=O)c1ccc(C2Nc3ccccc3NC3=C2C(=O)CC(C)(C)C3)cc1 (stereo not given) | -0.8 | 1% | 2% | 1 | 1% | 2% | -12% | -5%
Cc1[nH]n(-c2ccccc2)c(=O)c1N=Nc1ccccc1C(=O)N1CCCCC1 | 0.1 | -24% | -5% | 5 | -1% | -1% | 11% | 4%
C=CCc1ccccc1OCC(O)CNC(=O)c1ccccc1C(=O)O (stereo not given) | -3.0 | 0% | -2% | 1 | 4% | 7% | -8% | -15%
O=C1NC2(CCCCCC2)C(=O)N1Cc1ccc(Cl)cc1Cl | 1.1 | 0% | -12% | 7 | -3% | -3% | 7% | -6%
CC(C)c1nc2ccccc2n1CC(O)COC1CCCCC1 (stereo not given) | -0.5 | 6% | 6% | -6 | -3% | -1% | -3% | 4%
O=C(CNS(=O)(=O)c1cccs1)NCc1ccc(F)cc1 | -0.4 | -8% | -2% | -5 | -22% | 7% | 7% | -22%
COc1ccc(NC(=S)NCCCN2CCCC2)cc1 | -1.9 | 12% | 4% | 1 | 10% | -10% | 0% | -5%
COc1ccccc1N1CCN(C(=O)CSc2nc(C)c(Cc3ccccc3)c(=O)[nH]2)CC1 | -1.9 | ? | -8% | / | -4% | -5% | 0% | -9%
c1ccc2sc(Sc3ncnc4sccc34)nc2c1 | -2.1 | -5% | 2% | 0 | 9% | 6% | -10% | -7%
CCN1CCN(CCOc2cccc(Cl)c2Cl)CC1 | 0.0 | -11% | -1% | -2 | -10% | -3% | -8% | -2%

Six entries out of the list above, ordered by their value in PLK1 PBD block, ascending.
| structure | PLK1 PBD block |
| --- | --- |
| O=C(CNS(=O)(=O)c1cccs1)NCc1ccc(F)cc1 | -22% |
| CC(CNC(=O)CCC(=O)N1CCOc2ccccc21)c1ccccc1 (stereo not given) | -7% |
| COc1ccc(NC(=S)NCCCN2CCCC2)cc1 | -5% |
| O=C1Nc2ccccc2N(O)N1c1cc(-c2ccc(Cl)cc2)[nH]n1 | -4% |
| CCOc1ccc(OCC)c(NC(=O)CC2Oc3ccccc3NC2=O)c1 (stereo not given) | -3% |
| CCN1CCN(CCOc2cccc(Cl)c2Cl)CC1 | -2% |

An excerpt from above with just IL-2 act:
compound | IL-2 act
c1ccc2sc(Sc3ncnc4sccc34)nc2c1 | -2.1
CCn1c(CN(C)c2ccccc2)nc2ccccc21 | -0.4

Other records.
SMILES | IL-2 act | FUS yeast rescue | WRN inhibitor | PI5P4Ka inh | EPAC1 antagonist | EPAC1 ag | Abeta rescue | PLK1 PBD block
Cn1c(SCc2nc3cc(C(=O)O)ccc3c(=O)[nH]2)nnc1C(F)(F)F | 0.5 | 12% | 2% | ? | 21% | 2% | 16% | 3%
Cc1ncc(C(O)c2ccccc2)n1Cc1ccccc1 (stereo not given) | -4.4 | 9% | -1% | -12 | 9% | 0% | -9% | 7%
O=C(NCCN1CCN(c2ccccc2)CC1)C1CCN(S(=O)(=O)c2cccs2)CC1 | -0.2 | 5% | 6% | -6 | -12% | 2% | 15% | -23%
Cc1cccc(OCc2occc2C(=O)Nc2cccc(-n3cnnn3)c2)c1 | -4.0 | -5% | -7% | 15 | 3% | -1% | -2% | -10%
CC(=O)c1sc(=S)n(-c2ccccc2)c1C | 0.1 | -2% | -1% | 5 | 21% | 4% | 5% | -4%
CCn1ncc(/C=N\NC(=O)c2cc(-c3ccc(C)cc3C)nc3ccccc23)c1C | 1.1 | 11% | -14% | 1 | 1% | 0% | 16% | -26%
O=C(O)CN1C(=O)CC(c2ccccc2)CC1=O | -0.3 | 12% | -5% | 4 | 12% | -2% | 1% | 8%
O=C(NC(c1ccc(-c2ccccc2)cc1)c1cnccn1)C1CCN(Cc2ccc3c(c2)OCO3)CC1 (stereo not given) | -0.9 | 17% | 0% | 4 | -7% | 0% | 6% | 5%
O=C(Cc1ccccc1)NCC(=O)OC(c1ccccc1)c1ccccc1 | 2.5 | 14% | -32%[57.1 µM] | 1 | -27% | 16% | 8% | -22%
Cc1ccc(CSCc2ccc(C(=O)NCCCN3CCOCC3)o2)cc1 | -3.0 | -1% | 1% | 1 | 5% | -2% | 0% | -5%
CCOCCn1c(SCc2ccc(F)cc2)nc2c1c(=O)[nH]c(=O)n2C | -4.7 | -6% | 7% | -1 | 8% | -10% | -3% | -3%
Cc1sc2nc(CN(Cc3cccs3)C(=O)NC3CCCCC3)[nH]c(=O)c2c1C | -2.1 | ? | -5% | -5 | -23% | 4% | 2% | -9%
O=C(CSc1nnnn1C1CCCC1)N1CCCc2ccccc21 | 1.3 | 6% | -17% | / | -14% | 6% | 10% | -6%
O=C(CSCC(=O)OCC(=O)c1ccc(Br)cc1)Nc1ccc(Br)cc1 | 0.1 | 20% | -1% | / | 4% | 12% | 23% | -10%
Nc1c(NCCC2=CCCCC2)c(=O)[nH]c(=O)n1Cc1ccccc1 | -2.6 | 30% | -3%[57.1 µM] | -5 | -16% | -2% | -5% | ?
C#CCOc1ccc(/C=C2/C(=O)ON=C2C)cc1Br | -0.9 | -4% | ? | -27 | -14% | -9% | -57%[inhibitor] | 1.7µM*
CCSc1nc2nccnc2c(=O)[nH]1 | 0.4 | -1% | -17% | -14 | 0% | 3% | 1% | -1%
CC(C)C1N=C2c3ccccc3N=C(SCC(=O)c3ccc(O)c(O)c3)N2C1=O (stereo not given) | 0.4 | ? | 18µM* | ? | ? | -7% | 7% | -12%
COc1ccc(CCn2c(N)c(C#N)c3nc4ccccc4nc32)cc1OC | 1.3 | -1% | -8% | 2 | -13% | -16% | 10% | 2%
O=C(CCN1CCN(C/C=C/c2ccccc2)CC1)Nc1ccccc1F | -0.6 | / | -19% | 6 | -12% | -1% | 0% | -9%
COc1cc2c(cc1OC)C(C(C)C)=NC(C)(C)C2 | 0.2 | 5% | -1% | 3 | -9% | 2% | -4% | -15%
COc1ccc(C2=NOC(C(=O)Nc3cc(C)nn3-c3ccccc3)C2)cc1OC (stereo not given) | -2.5 | -9% | 3% | -3 | 18% | 0% | -4% | -8%
CC(O)(c1cccc(F)c1)c1nc(-c2cccc(C(=O)O)c2)cs1 (stereo not given) | -0.1 | -8% | -9% | -9 | -13% | 9% | 4% | -10%
